# From PubChem
# MC4R barr agon = agonists of human melanocortin 4 receptor (MC4R) beta-arrestin; actives 0.98% (n = 360,000); P32245; U2OS MC4R beta-arrestin complementation, luminescence; percent of melanotan II response, DMSO zero; AID 540308; activation, % at 8.9 µM;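 active means activation above a per-plate cutoff, the mean activation of sample wells on that plate plus 3 SD, cut at about 8% in these data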
# HTR2A ag = agonists of mouse serotonin 5-HT2A receptor (HTR2A); P35363; CHO-K1 mHTR2A beta-arrestin complementation, luminescence; percent of 30 µM serotonin response; activation, % at 7.6 µM; actives 0.66% (n = 360,000); AID 624169;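 active means activation above a run cutoff, the mean activation of all tested compounds plus 3 SD, cut at about 14% in these data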;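 further: 0% = plate median of compound wells and 100% = 30 µM serotonin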
# H9c2 protect = protects H9c2 cardiomyocytes from peroxide injury; actives 0.63% (n = 360,000); H2O2 injury protection, ATPLite, 2 h; protection from H2O2 cell death, % at 20 µM; AID 588492;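 active means compounds giving at least 50% protection of heart cells from peroxide-induced death in the single-dose screen, raw or plate-pattern-corrected value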;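 further: 0% = DMSO wells with peroxide and 100% = DMSO wells without peroxide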
# CaV13 ICDI inh = Disruptors of the CACNA1D IQ motif to Ca2+-dependent inactivation inhibitor domain association, primary screening, Förster resonance energy transfer in intact living …; HEK cells, CFP/YFP FRET ICDI-IQ, plate reader, 10 min; percent FRET-ratio fall versus neutral wells; inhibition, % at 12.3 µM; actives 0.098% (n = 340,000);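 active means mean replicate inhibition of at least 30% and at least 1% of replicates passing that level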;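 further: 0% = median of the neutral control wells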
# MC4R antag cAMP = antagonists of human melanocortin 4 receptor (MC4R); MC4R-expressing cells, MTII-stimulated cAMP, LANCE TR-FRET; inhibition, % at 6.5 µM; actives 0.48% (n = 360,000); AID 540295;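 active means inhibition above its plate's cutoff, the mean of tested wells on that plate plus 3 SD, cut at about 29% in these data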;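 further: 0% = Melanotan II alone and 100% = Melanotan II plus saturating MCL0020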
#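 Assay system: U2OS-MC4R stable cell line; Also added: Melanotan II; Technique: Eu-cAMP/anti-cAMP TR-FRET, emission 671 nm; Times: 30-min compound, 1-h challenge, 1-h detection, room temperature.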
# ABCB6 inh MLPCN = blocks the human ABCB6 transporter; K562-ABCB6 porphyrin accumulation, flow cytometry, 1 h; stronger effect = lower value; Q9NP58; actives 0.19% (n = 360,000); fluorescence ratio to DMSO, % at 10 µM;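 active means fluorescence ratio to DMSO below 75%, the collection mean minus 3 SD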;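 further: signal is porphyrin accumulated inside mitochondria; 100% equals median channel fluorescence of DMSO control wells; lower ratio means ABCB6 inhibition with less porphyrin fluorescence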
# Target sequence (Q9NP58 whole entry, looked up): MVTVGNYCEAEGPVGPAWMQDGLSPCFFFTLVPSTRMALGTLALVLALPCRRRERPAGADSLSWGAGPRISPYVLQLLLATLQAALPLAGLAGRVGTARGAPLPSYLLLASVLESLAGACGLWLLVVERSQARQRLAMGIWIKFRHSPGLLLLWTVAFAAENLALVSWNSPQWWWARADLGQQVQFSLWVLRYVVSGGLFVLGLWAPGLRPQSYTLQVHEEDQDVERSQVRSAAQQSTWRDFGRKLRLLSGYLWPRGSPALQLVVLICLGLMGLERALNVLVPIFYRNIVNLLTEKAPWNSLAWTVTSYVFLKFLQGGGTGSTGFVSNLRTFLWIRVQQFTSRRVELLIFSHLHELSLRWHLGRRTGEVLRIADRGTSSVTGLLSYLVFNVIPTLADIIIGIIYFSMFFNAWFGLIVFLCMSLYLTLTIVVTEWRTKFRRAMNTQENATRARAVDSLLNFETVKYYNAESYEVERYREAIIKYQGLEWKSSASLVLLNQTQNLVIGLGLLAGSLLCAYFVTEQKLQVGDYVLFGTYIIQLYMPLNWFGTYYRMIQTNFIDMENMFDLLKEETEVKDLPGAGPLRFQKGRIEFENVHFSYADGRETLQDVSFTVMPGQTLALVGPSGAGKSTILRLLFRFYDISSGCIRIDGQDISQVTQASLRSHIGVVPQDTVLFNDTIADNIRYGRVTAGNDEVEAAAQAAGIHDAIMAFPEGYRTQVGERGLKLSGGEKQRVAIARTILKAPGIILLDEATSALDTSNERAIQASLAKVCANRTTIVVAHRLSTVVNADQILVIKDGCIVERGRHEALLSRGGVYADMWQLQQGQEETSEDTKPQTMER
# Vif imaging = HIV Vif inhibition | HEK293T cells, Vif self-association by quenched fluorescence, imaging, 24 h | AID 602346 | actives 0.35% (n = 340,000) | inhibition, % at 7.49 µM; in the data active means inhibition above about 50%, passing the limit was not always enough; further: some results filed as inactive read as strong as hits
# N-glyco inh = N-linked glycosylation inhibition; D54 ERlucT glycosylation luciferase reporter, 24 h; percent of 100 nM tunicamycin response; reporter increase, % at 12.5 µM; actives 0.23% (n = 360,000);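 active means mean luciferase reporter signal, scaled so untreated is 0 and the glycosylation-blocking control 100, at or above a set limit in every replicate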;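 further: luciferase carries N-glycosylation sites so blocking glycosylation raises the light; 0% = median of neutral control wells and 100% = median of 100 nM tunicamycin wells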
# PDI turbidity = blocks human protein disulfide isomerase activity; P07237; PDI insulin aggregation turbidity, A650, 90 min; inhibition, % at 10 µM; actives 0.052% (n = 350,000); AID 588391;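 active means mean inhibition across replicates of 30% or more, whatever share of single replicates reach that level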;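 further: absorbance from insulin aggregation driven by PDI reduction with DTT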
# aDG glyco up = increases alpha dystroglycan glycosylation | Pro5-aDG cells, alpha-DG glycosylation AlphaScreen (IIH6); 0% Pro5, 100% B10-LARGE cell signal | activation, % at 10 µM | actives 0.22% (n = 360,000);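 active means activation of at least 8% versus controls, or a plate z-score of at least 8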;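 further: Pro5 are CHO cells carrying HIG-tagged alpha-DG that lacks glycosylation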
# The depositor's hits bear a star; nt = not tested or not shown.
# The opening three compounds (preview)
SMILES,MC4R barr agon,HTR2A ag,H9c2 protect,CaV13 ICDI inh,MC4R antag cAMP,ABCB6 inh MLPCN,Vif imaging,N-glyco inh,PDI turbidity,aDG glyco up
C=CCn1c(SCC(=O)N2CC(=O)Nc3ccccc32)nc2scc(-c3ccccc3)c2c1=O,-1.4,-9,6,-4,9,109,-5,3,-5,1.1
CCn1c(SCC(=O)NC(C)(C)C)nnc1-c1ccccn1,-0.3,6,-5,-5,0,108,-1,1,5,-0.1
O=C(Nc1ccccc1N1CCCCC1)c1ccc([N+](=O)[O-])o1,-0.6,0,-7,-14,5,98,-10,8,-4,0.5

# Results, from the first entry:
SMILES,MC4R barr agon,HTR2A ag,H9c2 protect,CaV13 ICDI inh,MC4R antag cAMP,ABCB6 inh MLPCN,Vif imaging,N-glyco inh,PDI turbidity,aDG glyco up
C=CCn1c(SCC(=O)N2CC(=O)Nc3ccccc32)nc2scc(-c3ccccc3)c2c1=O,-1.4,-9,6,-4,9,109,-5,3,-5,1.1
CCn1c(SCC(=O)NC(C)(C)C)nnc1-c1ccccn1,-0.3,6,-5,-5,0,108,-1,1,5,-0.1
O=C(Nc1ccccc1N1CCCCC1)c1ccc([N+](=O)[O-])o1,-0.6,0,-7,-14,5,98,-10,8,-4,0.5
COC(=O)c1[nH]c2ccc(Cl)cc2c1NC(=O)CN1CCc2cc(OC)c(OC)cc2C1,-0.1,5,-14,nt,-3,113,nt,0,-13,0.1
CCCCn1c(=O)c(CCC(=O)OCC(=O)NC(C)c2ccccc2)nc2ccccc21 (stereo not drawn),-1.4,0,2,-4,4,101,2,0,-26,-0.1
COc1ccc(C(=O)COC(=O)CCc2nc3ccccc3[nH]c2=O)cc1Br,5.8,-2,3,-5,2,104,-1,0,0,0.2
O=C(NCC1CCCCC1)c1csc([C@@H]2C[C@H](O)[C@@H](CO)O2)n1,0.5,-1,2,-14,8,92,-2,1,4,-0.4
CC(=O)c1cccc(NC(=O)NNC(=O)c2ccc(Cl)cc2Cl)c1,1.9,4,-3,-8,20,99,-5,-3,0,-0.2
O=C(Nc1nnc(-c2cc(Cl)ccc2Cl)o1)c1ccco1,0.0,-2,-7,nt,-5,106,-3,2,-4,0.2
Cc1ccc(SCC(=O)N2CCN(S(=O)(=O)c3cccs3)CC2)cc1,0.7,-6,2,-6,3,100,3,-5,-1,-0.1
CCOc1cc(/C=C2\N=C(C)OC2=O)cc(Br)c1OCC(=O)OC,-1.2,-2,-5,-7,44*,98,2,4,1,-0.1
COc1cc(NC(=S)Nc2ccccn2)c(OC)cc1Cl,7.2,6,0,1,2,99,nt,1,6,0.1
COc1ccc(S(=O)(=O)Nc2cc(C)on2)cc1,-1.9,3,-1,-6,9,100,17,1,-4,-0.1
O=c1cc(-c2ccccc2)oc2ccc(Cl)cc12,-0.4,0,-1,-13,-8,99,4,-1,-33,2.1
CC1CCCN(C(=O)CSCC(=O)N=c2sc3ccccc3n2C)C1 (stereo not drawn),-2.8,-5,-14,-6,2,95,-3,2,1,-0.1
O=Cc1cn(-c2ccccc2)nc1-c1cc2ccccc2oc1=O,-0.8,-5,6,-5,-3,100,-4,3,-11,0.7
COc1cc2nc(CN3CCN(C(C)=O)CC3)[nH]c(=O)c2cc1OC,-2.7,0,-3,-4,2,100,3,0,0,0.0
O=C(Nc1nnc(COc2ccc(Cl)cc2)s1)c1ccc([N+](=O)[O-])cc1,-0.7,0,1,-1,-2,100,0,0,-3,0.0
CCOC(=O)N1CCC2(CC1)C(C#N)=C(N)Oc1c2sc2nc(C)cc(C)c12,4.1,3,4,-6,16,102,-5,-1,3,0.5
CSc1nnc([C@@H]2CCCN2C(=O)OC(C)(C)C)o1,-2.0,8,-1,-7,3,97,-11,-1,3,-0.2
CCn1c(C)nc2cc(C(=O)NN=C(C)c3ccc(C#N)cc3)ccc21,-1.5,5,12,-7,0,93,1,1,0,0.3
COc1cccc(C(C)(O)c2nc(-c3ccc4c(c3)OCO4)cs2)c1 (stereo not drawn),2.4,2,-8,-4,-1,92,-14,1,5,0.3
O=C1O[C@H](CO)[C@@H](O)[C@H](O)[C@H]1O,0.1,-3,-4,-5,1,102,-13,1,12,0.2
O=C(Nc1cccc(O)c1)C(Cc1ccccc1)N1C(=O)c2cccc3cccc(c23)C1=O (stereo not drawn),-0.6,-1,0,-17,-5,102,-4,-2,-6,-0.4
CCOC(=O)N/N=C/c1cn(Cc2ccccc2Cl)c2ccccc12,-2.1,-6,-10,-7,0,98,2,-9,-4,0.9
COCCCOc1cc(NCc2ccccc2)c2ncn(C(C)C)c2c1,-1.4,-1,-6,122*,0,98,-3,-1,6,0.3
CCN(CC(=O)NCc1cccs1)C(=O)c1ccc(NS(=O)(=O)c2ccc(F)cc2)cc1,-1.7,8,-4,-4,8,103,-1,0,-3,0.9
Cc1ccccc1/C=N\NC(=O)c1csnn1,-1.6,-6,-3,nt,12,103,-5,-1,4,0.0
COc1ccc(CC(=O)NCc2csc(-c3cccs3)n2)cc1OC,3.4,3,-7,-6,8,102,-13,-1,-8,0.1
C=CCON/C(CCC)=C1\C(=O)CC(C)(C)CC1=NC,1.6,1,3,-2,7,99,0,-1,0,-0.1
COc1cccc(OCCCN2CCCCCC2)c1,0.0,-2,5,-5,2,108,0,2,-45,-0.3
CCN1CCN(Cc2ccc(NC(=O)c3ccc(C)c(NC(=O)c4csc(-c5ccncc5)n4)c3)cc2C(F)(F)F)CC1,-1.0,-6,5,-5,5,101,2,-9,-10,0.1
O=C(Nc1ccccn1)c1ccc2ccccc2n1,-2.1,-4,-18,-3,7,93,-3,-8,3,0.5
COCCOC(=O)c1c(C)oc2ccc(OC(=O)c3ccc4c(c3)OCO4)cc12,2.0,5,0,-5,5,99,-11,1,0,-0.1
COc1cccc(NC(=O)CN(C)C(=O)c2ccc(NC(=O)CC3SC(N4CCCC4)=NC3=O)cc2)c1 (stereo not drawn),-1.1,6,9,4,-3,101,1,2,-3,0.3
Clc1cccc(N2CCN(Cc3nnc(-c4ccccc4)o3)CC2)c1,4.0,-2,-6,-6,-9,96,0,2,nt,0.0
O=C1N=C(N2CCCCC2)S/C1=C\c1cn[nH]c1-c1ccccc1,1.8,-1,-2,-5,7,102,-6,0,2,0.1
O=S1(=O)C=C(N2CCCCC2)c2ccccc21,1.3,12,-5,nt,8,nt,14,-1,16,0.5
CCOC(=O)CNC(=S)N(CCCN1CCCCCC1)Cc1cccs1,0.2,7,1,2,34*,95,2,0,5,0.5
CN(C)c1ccc(C(=O)C(O)c2ccccc2)cc1 (stereo not drawn),-1.4,-2,6,-5,1,106,-3,0,5,-0.1
COc1ccc(OC)c(-c2[nH]nc3c2C(c2ccco2)C(C#N)=C(N)O3)c1 (stereo not drawn),3.2,3,14,nt,23,88,-5,2,0,0.5
CCOc1ccc2c(c1)c1nc3ccccc3nc1n2C,-2.5,2,16,-22,-4,97,nt,11,-1,0.1
CC(C)(C)c1ccc(S(=O)(=O)N2CCN(Cc3cc4c(cc3O)OCO4)CC2)cc1,0.3,7,-7,-4,1,99,11,0,-3,0.6
O=C(Cc1ccccc1)N1CCN(c2ccc([N+](=O)[O-])cc2)CC1,-0.5,-3,-1,-4,13,105,-8,-3,-3,0.1
CCOC(=O)NC(=O)/C(N=Nc1cc(C)cc(C)c1)=C(\C)O,-0.9,2,-8,-6,1,101,-13,-3,5,-0.3
O=C(C[C@H]1C/C=C\CC[C@H](Cc2ccc(F)cc2)C(=O)OC[C@H]2CCCN2C1=O)NCCO,0.2,2,1,-3,9,96,-4,-1,-4,-0.2
COc1ccc(S(=O)(=O)Nc2ccccc2C(=O)N2CCOCC2)cc1C,-0.4,0,1,-5,10,100,13,0,0,0.1
O=C(CCCN1C(=O)c2ccccc2C1=O)NCc1ccc(F)cc1,-2.5,-2,-4,-4,-7,98,-3,1,-10,0.0
CC(C)c1cc(N=NC(N)=O)cc(C(C)C)c1O,1.3,2,-1,-6,16,99,-12,2,1,0.4
COc1cc(/C=C/CN2CCC(Oc3ccc(C(=O)N4CCCC4)cc3)CC2)ccc1O,-3.1,-4,3,-7,-3,97,1,-4,11,-0.1
CN1OC[C@@H]2CN(C(=S)Nc3ccc(C#N)cc3)[C@H](c3ccc(N4CCCCC4)cc3)C[C@@H]21,nt,1,11,-12,nt,97,-3,-2,nt,0.1
CC(C)(C)C1CCC(C(=O)NCCc2ccc(S(N)(=O)=O)cc2)CC1 (stereo not drawn),-0.2,0,-8,-3,-1,97,10,2,-3,0.0
Cc1ccc(C=C2C(=O)c3ccccc3C2=O)o1,7.5,4,-8,-5,-7,99,-8,-1,-7,0.2
Cc1nn(Cc2cccc(F)c2)c(C)c1NC(=O)c1ccc(COc2ccccc2Cl)cc1,-1.4,-1,-1,-5,-6,98,-3,-10,2,3.2
Cc1onc(-c2ccccc2Cl)c1C(=O)N1CCCCC1,-2.0,0,7,-3,-1,93,5,-7,-17,0.0
FC(F)(F)Oc1ccc(Nc2nc(N3CCOCC3)nc(N3CCOCC3)n2)cc1,0.5,15*,0,-3,2,95,2,-1,-17,0.8
C=CCNC(=S)N1CCN(C2CCCCC2)CC1,-0.8,-6,3,16,7,99,3,0,-6,-0.1
NS(=O)(=O)c1ccc(CCNC(=O)CSc2ncnc3ccccc23)cc1,-3.6,6,17,5,0,93,1,0,2,0.3
CCSc1nnc(NC(=O)C(C)(C(F)(F)F)C(F)(F)F)s1,1.0,3,-10,-3,0,96,-5,2,-3,0.1
Cc1nnc(SCC(=O)N(C)c2ccccc2)n1-n1cccc1,-0.5,4,14,-4,5,96,-1,0,6,-0.2
# (continued)
SMILES,MC4R barr agon,HTR2A ag,H9c2 protect,CaV13 ICDI inh,MC4R antag cAMP,ABCB6 inh MLPCN,Vif imaging,N-glyco inh,PDI turbidity,aDG glyco up
Cn1c(SCc2ccccc2)nnc1-c1ccc(O)cc1,-0.2,-4,30,-19,11,97,0,7,5,0.0
CCOC(=O)C1CCN(C(=O)COc2ccc(S(=O)(=O)NC(C)C)cc2)CC1,-0.7,3,-6,nt,-1,92,nt,2,-2,0.5
Cc1ccc(NC2=NC(c3ccccc3)n3c(nc(C)cc3=O)N2)cc1 (stereo not drawn),-1.8,-7,1,-5,-1,101,-2,-1,-2,0.0
CCC(C)c1ccccc1NC(=O)CN(C)CC(=O)Nc1ccccc1SC (stereo not drawn),-1.4,-5,6,-5,13,98,3,6,-4,0.1
Cc1cc(C)cc(NC(=O)NC(C)C2CCCO2)c1 (stereo not drawn),1.9,9,16,-5,3,99,-3,1,-8,-0.1
CCc1ccc(NC(=O)C2=CC(c3cccs3)=NS(=O)(=O)N2C)cc1,0.4,-4,-15,-6,10,98,-9,-9,nt,-0.2
CC(NCC(=O)Nc1ccccc1C(=O)NC1CC1)c1ccc(Cl)cc1 (stereo not drawn),-1.1,4,-1,-14,1,92,nt,-2,-18,0.3
COc1nc(/C=C/N(C)C)c([N+](=O)[O-])c(OC)n1,-1.9,1,5,-6,-5,91,3,1,0,0.1
